# PDI inh = PDI (human) enzyme inhibition; P07237; PDI insulin aggregation turbidity, A650, 90 min; inhibition, % at 10 µM; actives 0.052% (n = 350,000); AID 588391;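 active = mean inhibition across replicates of 30% or more, whatever share of single replicates reach that level; inconclusive = mean inhibition below 30% while every single replicate reaches 30%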;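 note: absorbance from insulin aggregation driven by PDI reduction with DTT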
# Target sequence (P07237 whole entry, looked up): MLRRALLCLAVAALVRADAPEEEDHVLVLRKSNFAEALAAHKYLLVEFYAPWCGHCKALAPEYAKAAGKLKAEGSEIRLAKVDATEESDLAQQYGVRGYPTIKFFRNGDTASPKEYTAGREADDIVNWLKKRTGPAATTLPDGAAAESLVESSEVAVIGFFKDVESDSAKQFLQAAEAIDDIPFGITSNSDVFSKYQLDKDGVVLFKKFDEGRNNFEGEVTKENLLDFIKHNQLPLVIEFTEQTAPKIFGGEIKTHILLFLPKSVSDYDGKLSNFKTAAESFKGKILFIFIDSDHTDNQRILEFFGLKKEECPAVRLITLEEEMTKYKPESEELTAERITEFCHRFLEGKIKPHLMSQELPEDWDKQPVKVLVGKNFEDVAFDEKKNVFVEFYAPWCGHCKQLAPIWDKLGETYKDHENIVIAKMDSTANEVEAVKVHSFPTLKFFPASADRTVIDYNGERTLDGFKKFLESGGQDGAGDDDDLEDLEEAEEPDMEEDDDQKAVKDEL
# Cardio protect = protects H9c2 cardiomyocytes from peroxide injury; H2O2 injury protection, ATPLite, 2 h; protection from H2O2 cell death, % at 20 µM; actives 0.63% (n = 360,000); AID 588492;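 active = compounds giving at least 50% protection of heart cells from peroxide-induced death in the single-dose screen, raw or plate-pattern-corrected value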;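 note: 0% = DMSO wells with peroxide and 100% = DMSO wells without peroxide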
# m5-HT2A agonist = agonists of mouse serotonin 5-HT2A receptor (HTR2A) | actives 0.66% (n = 360,000) | activation, % at 7.6 µM | AID 624169 | CHO-K1 mHTR2A beta-arrestin complementation, luminescence; percent of 30 µM serotonin response;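 active = activation above a run cutoff, the mean activation of all tested compounds plus 3 SD, cut at about 14% in these data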;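 note: 0% = plate median of compound wells and 100% = 30 µM serotonin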
# Target sequence (P35363 whole entry, looked up): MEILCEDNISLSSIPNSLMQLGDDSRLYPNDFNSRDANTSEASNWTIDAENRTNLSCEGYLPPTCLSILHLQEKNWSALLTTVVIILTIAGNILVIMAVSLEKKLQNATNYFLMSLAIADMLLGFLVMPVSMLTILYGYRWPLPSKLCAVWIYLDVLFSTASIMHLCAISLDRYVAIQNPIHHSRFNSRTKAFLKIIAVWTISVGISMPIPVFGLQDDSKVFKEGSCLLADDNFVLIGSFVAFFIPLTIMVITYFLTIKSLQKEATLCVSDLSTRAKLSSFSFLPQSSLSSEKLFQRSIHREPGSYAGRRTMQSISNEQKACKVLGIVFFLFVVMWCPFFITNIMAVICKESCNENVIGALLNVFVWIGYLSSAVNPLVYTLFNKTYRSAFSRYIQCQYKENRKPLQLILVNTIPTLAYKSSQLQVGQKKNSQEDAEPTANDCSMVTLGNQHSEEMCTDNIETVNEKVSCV
# CaV13 FRET inh = Disruptors of the CACNA1D IQ motif to Ca2+-dependent inactivation inhibitor domain association, primary screening, Förster resonance energy transfer in intact living … | HEK cells, CFP/YFP FRET ICDI-IQ, plate reader, 10 min; percent FRET-ratio fall versus neutral wells | inhibition, % at 12.3 µM | actives 0.098% (n = 340,000) | AID 743397;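 active = mean replicate inhibition of at least 30% and at least 1% of replicates passing that level; inconclusive = only one of the two criteria is met; inactive = neither criterion is met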;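 note: 0% = median of the neutral control wells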
# aDG glyco act = alpha-DG glycosylation activation; activation, % at 10 µM; actives 0.22% (n = 360,000); Pro5-aDG cells, alpha-DG glycosylation AlphaScreen (IIH6); 0% Pro5, 100% B10-LARGE cell signal;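 active = activation of at least 8% versus controls, or a plate z-score of at least 8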;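 note: Pro5 are CHO cells carrying HIG-tagged alpha-DG that lacks glycosylation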
# Vif inh = HIV Vif inhibition. HEK293T cells, Vif self-association by quenched fluorescence, imaging, 24 h. inhibition, % at 7.49 µM. actives 0.35% (n = 340,000). AID 602346; in the data active = inhibition above about 50%, passing the limit was not always enough; inconclusive = no clear call, values can overlap the other calls; inactive = below about 31%; note: some results filed as inactive read as strong as hits
# ABCB6 inh MLPCN = human ABCB6 transporter inhibition; Q9NP58; K562-ABCB6 porphyrin accumulation, flow cytometry, 1 h; stronger effect = lower value; fluorescence ratio to DMSO, % at 10 µM; actives 0.19% (n = 360,000); AID 602162;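 active = fluorescence ratio to DMSO below 75%, the collection mean minus 3 SD; inconclusive = too few cells collected in the well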;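 note: signal is porphyrin accumulated inside mitochondria; 100% equals median channel fluorescence of DMSO control wells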
# Glyco luc inh = N-linked glycosylation inhibition. D54 ERlucT glycosylation luciferase reporter, 24 h; percent of 100 nM tunicamycin response. reporter increase, % at 12.5 µM. actives 0.23% (n = 360,000);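 active = mean luciferase reporter signal, scaled so untreated is 0 and the glycosylation-blocking control 100, at or above a set limit in every replicate; inconclusive = mean reaches the limit but not every replicate does; inactive = mean below the limit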;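 note: luciferase carries N-glycosylation sites so blocking glycosylation raises the light; 0% = median of neutral control wells and 100% = median of 100 nM tunicamycin wells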
# Exocytosis inh = blocks lytic granule exocytosis; TALL-104 LAMP-1 surface exposure, flow cytometry; cells stimulated with thapsigargin and PMA; inhibition, % at 10 µM; actives 0.66% (n = 360,000);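 active = inhibition above about 55%, limit read from the data; inconclusive = no clear call, values can overlap the other calls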
# iPSC survival up = hiPSC single-cell survival enhancement. AID 602274. survival enhancement, % at 20 µM. ATPlite luminescence; 100% = ROCK inhibitor wells, 0% = DMSO. actives 0.044% (n = 360,000); in the data active = survival enhancement above about 18%;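 note: cells exposed to compounds for 16 hours before the ATP read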
# Numbers without * were called inactive; ? = inconclusive; · = not tested or not shown; & = joins results of further samples.
# A first look:
Structure,PDI inh,Cardio protect,m5-HT2A agonist,CaV13 FRET inh,aDG glyco act,Vif inh,ABCB6 inh MLPCN,Glyco luc inh,Exocytosis inh,iPSC survival up
O=S(=O)(NCc1cccnc1)c1ccc(Cl)cc1,0,1,-6,-20,0.1,17,96,1,-5,0.9
Cc1cc(OCCN2CCOCC2)nc2ccccc12,0,-6,-7,-4,0.1,5,104,1,-1,0.3

# The whole of this part, from the start:
Structure,PDI inh,Cardio protect,m5-HT2A agonist,CaV13 FRET inh,aDG glyco act,Vif inh,ABCB6 inh MLPCN,Glyco luc inh,Exocytosis inh,iPSC survival up
O=S(=O)(NCc1cccnc1)c1ccc(Cl)cc1,0,1,-6,-20,0.1,17,96,1,-5,0.9
Cc1cc(OCCN2CCOCC2)nc2ccccc12,0,-6,-7,-4,0.1,5,104,1,-1,0.3
COC(=O)[C@H]1C[C@@H]1[C@H](NC(=O)c1ccccc1)c1ccccc1,-10,-2,0,-11,0.0,1,101,2,2,-3.8
CC1CCN(CCC(=O)N/N=C/c2ccc([N+](=O)[O-])cc2)CC1,10,3,0,3,0.5,0,92,-7,0,0.1
CCCc1c(C)nc2ccc(OC)cc2c1SCCC(=O)O,2,1,2,-5,-0.1,0,101,1,4,0.8
O=C(CSc1nncs1)N1CCN(S(=O)(=O)c2ccccc2)CC1,-2,-7,-1,7,-0.3,2,101,1,7,0.0
COc1ccc(C(=O)OCC(=O)c2ccccc2)cc1S(=O)(=O)N1CCOCC1,18,4,-4,-4,0.1,7,97,-1,8,0.9
O=C(CCSCCc1ccccn1)Nc1c(F)cc(F)cc1Br,-3,1,1,-19,0.1,-2,97,-1,0,0.0
Cc1cc(=O)oc2cc(OCCCN3C(=O)c4ccccc4C3=O)ccc12,-2,5,2,-14,0.1,-6,97,5,?,0.4
CC(C)c1onc(C(=O)N2CCCCC2C)c1[N+](=O)[O-] (configuration not stated),12,0,0,-15,-0.2,6,98,1,-2,-0.1
Cc1cccc(C(=O)OCC(=O)NCCNC(=O)COC(=O)c2cccc(C)c2C)c1C,-5,0,5,-3,-0.1,2,88,3,-2,-0.4
O=C(O)CCSc1nnc(CNc2ccc(Cl)cc2)n1Cc1ccccc1,1,5,2,-3,0.1,-7,101,2,-5,-1.1
O=C1ON(Cc2ccccc2)C(c2ccccc2)N1c1ccccc1 (configuration not stated),7,9,2,-6,0.0,5,99,0,-4,-1.7
N#Cc1ccccc1OCC(=O)OCC(=O)NC1CCCCC1,-6,8,7,-4,-0.2,-1,98,-1,1,0.9
CC(C)N(C(=O)CSc1nnc(NC(=O)C2CCC2)s1)C(C)C,3,5,2,-4,0.1,-2,101,0,2,0.4
O=C(CCN1C(=O)/C(=C/c2ccccc2Cl)SC1=S)NC1=NCCS1,-4,-6,-2,13,0.1,-1,100,2,0,-1.3
CC(C)c1cc2cc3ccc(=O)oc3cc2o1,-5,-6,0,-17,0.0,-5,102,1,-4,-0.5
COc1ccccc1-n1cc(C(=O)NCC(=O)N2CCN(c3ccccc3)CC2)c2ccccc2c1=O,-4,-13,6,-5,0.0,-1,98,-2,5,-0.7
Cc1cc(C(=O)NCc2cccc(Cl)c2)c2ccccc2n1,3,-2,1,·,0.1,-24,97,0,4,1.0
NC(=S)N/N=C/c1ccc(-c2cc(Cl)ccc2Cl)o1,3,4,7,-8,-0.3,11,88,-3,11,-3.5
COc1ccc(N2CC(O)(c3ccc(C)cc3)[N+]3=C2CCCC3)cc1 (configuration not stated),-2,1,-6,-2,0.5,4,101,5,0,0.1
CC(C)(C)NC(=O)NC(=O)COC(=O)COc1ccc(Cl)cc1Cl,-5,1,0,-4,-0.2,5,98,1,1,0.3
CCN1C(=O)[C@H]2[C@@H](c3ccc(-c4ccc(Cl)c(Cl)c4)cc3)N[C@@](CC(C)C)(C(=O)OC)[C@H]2C1=O,2,-3,6,-9,0.2,-2,94,-2,-2,-1.1
C[C@H](CO)N1C[C@H](C)[C@@H](CN(C)C(=O)Nc2ccc(F)cc2)Oc2ccc(NS(C)(=O)=O)cc2C1=O,-19,-1,2,-9,-0.1,5,100,3,6,0.3
Cn1c(=O)n(Cc2ccccc2)c(=O)c2c1nc1n2CCCN1C1CCCCC1,-1,-1,1,7,0.0,2,95,2,-1,-0.3
CCOC(=O)C1CCCN(C(=O)c2cn(CC)c(=O)c3cc(OC)c(OC)cc23)C1 (configuration not stated),3,2,4,-5,-0.4,-1,96,0,1,3.6
Cc1ccc(C)n1NC(=O)c1ccccc1[N+](=O)[O-],0,-4,3,-15,-0.2,-2,102,0,-1,1.2
C=CCSc1nnc(-c2cc(C(C)(C)C)nn2Cc2ccc(F)cc2)n1C,-2,-2,-4,-6,0.2,28,99,0,4,-0.6
CCOc1cnc(-c2ccccc2F)o1,7,2,1,-5,0.3,0,103,2,-3,3.0
Cc1ccc(S(=O)(=O)Nc2ccc3c(c2)C(=O)N([C@H](C)CO)C[C@H](C)[C@@H](CN(C)C(=O)Nc2ccc4c(c2)OCO4)O3)cc1,1,0,5,-5,-0.1,7,98,1,-15,-0.1
O=C(N/N=C/C(Br)=C/c1ccccc1)c1ccccc1[N+](=O)[O-],-2,0,-6,-4,0.0,-4,96,9,-3,-0.4
COCCCNC(=O)Cn1cc2c(n1)CCC(C)C2 (configuration not stated),·,-5,-3,-5,0.0,21,97,2,1,-2.2
O=c1c2ccccc2c(/C=N/c2ncn[nH]2)c(O)n1Cc1ccccc1,3&-2,8&23,-2&10,-6,-0.2&-0.2,-1&3,95&98,0&0,2&0,-2.3&-4.1
CC1CCCCC12NC(=O)N(CC(=O)NCCc1ccc(F)cc1)C2=O (configuration not stated),4,-5,-5,-2,-0.2,-7,91,1,-3,-0.6
C#CCOCCOCCOCCNc1nc(N2CCN(C(=O)[C@H](CCCCN)n3cc([C@@H](N)C(C)CC)nn3)CC2)nc(N2CCN(C(=O)[C@H](Cc3ccc(O)cc3)n3cc([C@@H](N)C(C)CC)nn3)CC2)n1 (some centres not stated),16,4,10,·,1.1,·,98,1,-6,-2.3
COC(=O)c1cc(C(=O)Nc2cccc(C)n2)cc([N+](=O)[O-])c1,8,6,-4,·,0.1,-2,95,0,-5,-1.2
O=C(NC1CCCc2ccccc21)c1ccc(S(=O)(=O)N2CCOCC2)cc1 (configuration not stated),8,-8,-5,-6,0.0,-2,97,-1,0,-2.3
CC1CN(C(=O)c2ccc(OC3CCN(Cc4ccccn4)CC3)cc2)CCN1C (configuration not stated),6,11,7,-6,-0.2,-3,103,0,-4,-0.2
COc1c(C)cc(Br)cc1C(=O)O,6,1,-4,-8,-0.3,-6,101,-1,-4,5.2
Cc1ccn(-c2n[nH]c(C)c2[N+](=O)[O-])n1,-3,-3,4,-6,-0.1,-2,98,1,-4,-1.3
CCn1nc(NS(=O)(=O)c2ccccc2)c2cc3cccc(C)c3nc21,2,-5,-4,-4,0.0,-4,99,-1,0,-1.1
O=C(c1ccoc1)N1CCN(c2cc(-c3ccncc3)nc3cc(-c4cccc(Cl)c4)nn23)CC1,-2,71*,3,-6,0.5,-6,103,-2,3,4.0
O=C1CCCN1CCCNc1ccc2nnc(CCC(=O)N3CCN(c4ccccc4)CC3)n2n1,0,3,-12,-4,-0.1,-4,101,2,36,-0.5
CCOC(=O)C(=O)Cc1cccnn1,-1,6,7,-5,0.9,1,98,2,4,-1.8
Cc1ccc(-c2noc(CCC(=O)N(C)c3ccccc3C)n2)cc1,6,-19,-5,-3,0.2,-13,91,-4,3,-1.8
CC1CCCCC1NC(=O)Cn1cnc2ccccc2c1=O (configuration not stated),17,1,-1,·,-0.1,10,115,0,-2,0.9
O=C(NCC1CCCCC1)c1cccc(-c2ccc(O)cc2)c1,-1,-8,-11,-18,0.1,-17,104,-2,59*,0.0
Cn1nc(C(F)(F)F)c(-c2ccc(F)cc2)c1NC(=O)c1ccco1,6,2,2,-2,0.0,9,93,4,2,-0.5
O=C1c2ccccc2C(Nc2ccccc2F)N1c1cccnc1 (configuration not stated),·,10,6,-2,0.5,1,97,-1,-1,1.0
CC1=C(C(=O)Nc2ccc(F)c(F)c2)C(c2cccs2)NC(=S)N1 (configuration not stated),-6,8,-1,-19,0.0,3,101,1,-3,2.3
Clc1cc(/C=N\NC2=NCCN2)cc(Cl)n1,14,-1,6,-2,0.0,3,96,0,-1,0.1
CCc1ccc(OCCCC(=O)Nc2nnc(C3CCCO3)s2)cc1 (configuration not stated),-1,-1,-3,-3,-0.3,13,98,1,-6,0.2
CCOC(=O)c1sc(=S)n(-c2ccccc2Cl)c1C,2,2,-5,-18,0.0,-1,99,-1,-10,-0.3
O=c1[nH]c(=O)n(C2OC(CO)C(O)C2O)cc1Br (configuration not stated),5,2,2,-5,0.2,13,98,0,-7,-0.2
Cc1nnsc1S(=O)(=O)Cc1ccccc1C(F)(F)F,1,-1,-6,-3,0.0,4,93,-3,0,-0.4
CCOCCCNC(=O)CN1C(=O)C(CC)Oc2ccccc21 (configuration not stated),-2,-1,1,·,-0.2,0,99,0,-2,2.1

# More results.
Structure,PDI inh,Cardio protect,m5-HT2A agonist,CaV13 FRET inh,aDG glyco act,Vif inh,ABCB6 inh MLPCN,Glyco luc inh,Exocytosis inh,iPSC survival up
Cc1cc(NS(=O)(=O)c2ccc(NC(=O)C(C)Oc3ccc4c(C)cc(=O)oc4c3)cc2)no1 (configuration not stated),-5,10,0,-5,-0.3,3,101,2,-2,5.1
COc1ccc(N(CC(=O)Nc2cc(Cl)ccc2C)S(=O)(=O)c2c(C)n[nH]c2C)cc1,-4,0,1,-2,0.1,6,101,15,3,-0.3
COc1ccc(/C=C2\SC(=Nc3ccccc3Cl)NC2=O)c(OC)c1,2,-8,0,-5,-0.4,6,103,8,-9,0.1
O=C(Cn1c(-c2cncs2)nc2ccccc21)NCc1ccccc1,-6,12,2,-1,0.4,10,102,-1,6,-0.5
COc1ccc(NC(=O)CCN2CCN(Cc3ccccc3)CC2)c(OC)c1,-2,3,0,-2,0.0,-1,102,0,0,-0.6
C=CCNC(=O)c1onc(CSc2ccccc2F)c1C(=O)O,1,-3,2,-5,-0.1,2,106,2,12,-1.1
COC(=O)CCC(=O)OC1(C)C(=O)C=C2C=C(c3ccsc3)OC=C2C1=O (configuration not stated),-8,6,7,·,-0.1,-3,102,2,-8,4.1
Cc1cccc(C)c1NC(=O)C(c1ccccc1OC(F)(F)F)N1CCC(c2ccccc2)CC1 (configuration not stated),·,·,-4,-16,-0.2,·,·,·,2,·
COc1ccc(CC(NC(=O)c2ccccc2)C(=O)NCC(=O)O)cc1 (configuration not stated),·,10,2,-3,0.7,13,102,3,-2,-0.6
COC(=O)c1sccc1-n1cccc1C(=O)C(=O)N1CCCC1,2,0,-3,·,-0.1,-3,96,-2,-3,-0.8
CNC(=O)/C(C#N)=C/c1c(N2CCN(c3ccccc3)CC2)nc2c(C)cccn2c1=O,-4,18,-2,-20,-0.1,·,107,8,26,0.1

# Assay outcomes: PubChem BioAssay, several laboratories
